Screens from PubChem BioAssay.
SSB-PriA inh: inhibitors of Klebsiella pneumoniae PriA binding to SSB C-terminal tail, primary screen, biochemical, AlphaScreen. inhibition, % at 33 µM. PriA–SSB C-terminal tail interaction (Klebsiella pneumoniae). AID 1272365, 2023. hit rate 0.6% among 430,000. AlphaScreen SSBct-PriA binding, biotinylated peptide; in the data active = inhibition mostly above about 37%, no sharp cut-off; inactive = mostly below about 20%;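 also: plate controls were negative control peptide for no effect and reference peptide for full effect; strong numbers were not always called active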
Anthrax LF prot: Bacillus anthracis LF protease inhibitors, primary screen, biochemical, multiplex microsphere, MLPCN library; inhibition, % at 10 µM; Lethal factor (Bacillus anthracis), P15917; multiplex microsphere protease cleavage assay; hit rate 0.12% among 360,000; also: plate controls were buffer without enzyme for full effect and enzyme alone for no effect
Target sequence (P15917 whole entry, looked up): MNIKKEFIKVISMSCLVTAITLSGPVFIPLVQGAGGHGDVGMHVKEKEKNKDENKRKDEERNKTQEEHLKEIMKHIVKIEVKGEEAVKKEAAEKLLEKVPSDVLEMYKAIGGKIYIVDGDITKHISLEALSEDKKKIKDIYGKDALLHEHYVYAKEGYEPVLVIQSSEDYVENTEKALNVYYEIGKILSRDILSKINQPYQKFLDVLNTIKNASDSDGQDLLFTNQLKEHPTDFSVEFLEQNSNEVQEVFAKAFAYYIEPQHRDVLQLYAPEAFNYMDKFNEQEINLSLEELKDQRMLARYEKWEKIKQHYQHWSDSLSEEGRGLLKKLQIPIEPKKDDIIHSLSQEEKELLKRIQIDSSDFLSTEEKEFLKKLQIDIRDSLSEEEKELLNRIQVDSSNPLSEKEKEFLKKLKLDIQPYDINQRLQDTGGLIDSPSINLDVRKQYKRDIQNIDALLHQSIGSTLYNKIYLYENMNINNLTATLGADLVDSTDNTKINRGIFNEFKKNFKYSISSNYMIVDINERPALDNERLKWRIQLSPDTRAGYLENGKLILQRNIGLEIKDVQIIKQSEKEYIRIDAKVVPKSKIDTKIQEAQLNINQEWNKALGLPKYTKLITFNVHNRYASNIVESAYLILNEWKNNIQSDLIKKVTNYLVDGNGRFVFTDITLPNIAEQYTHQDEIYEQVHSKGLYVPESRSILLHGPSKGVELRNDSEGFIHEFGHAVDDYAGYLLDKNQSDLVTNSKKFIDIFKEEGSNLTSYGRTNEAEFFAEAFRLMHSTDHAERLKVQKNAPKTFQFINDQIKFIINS
CCHFV vOTU inh: CCHFV vOTU protease inhibitors, primary screen, biochemical, Pep-AMC substrate, fluorescence; Crimean-Congo hemorrhagic fever virus L polyprotein viral ovarian tumor (vOTU) protease …; hit rate 0.55% among 370,000; inhibition, % at 11.5 µM; in the data active = inhibition above about 30%; also: 0% = vehicle wells with enzyme and 100% = no enzyme wells
DUSP3 inh: VHR1 phosphatase inhibitors, primary screen, biochemical, absorbance, uHTS; Dual specificity protein phosphatase 3 (Homo sapiens), P51452; recombinant VHR phosphatase, pNPP absorbance; inhibition, % at 13.3 µM; hit rate 0.52% among 290,000; AID 1654, 2009; in the data active = inhibition above about 50%; also: some compounds called inactive have numbers as strong as hits
Target sequence (P51452 whole entry, looked up): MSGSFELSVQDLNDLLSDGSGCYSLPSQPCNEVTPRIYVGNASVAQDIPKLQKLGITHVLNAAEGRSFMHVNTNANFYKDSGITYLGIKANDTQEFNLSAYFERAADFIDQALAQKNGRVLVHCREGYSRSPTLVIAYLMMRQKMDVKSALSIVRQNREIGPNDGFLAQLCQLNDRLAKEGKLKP
Yp Topo-I inh: Yersinia pestis topoisomerase I inhibitors, primary screen, biochemical, cleavage product accumulation, plate reader, single point; Y. pestis Topo-I cleavage product accumulation; activity, % at 10 µM; hit rate 0.064% among 360,000; AID 504884, 2011; in the data active = activity above about 50%, passing the limit was not always enough; inconclusive = no clear call, values can overlap the other calls; also: inactives centre near 2
Vc quorum ag: inducers of Vibrio cholerae quorum light production without autoinducers, primary screen, BH1578 luxS cqsA deficient, single point; activation, % at 18.7 µM; V. cholerae BH1578 lux reporter, luminescence, 6 h; hit rate 0.16% among 350,000; AID 588436, 2011; in the data active = activation mostly above about 9.7%, no sharp cut-off; inconclusive = no clear call, values can overlap the other calls; inactive = mostly below about 3.7%; also: not every result past the cut was called active; inactives centre near 0; reference of the scale not given here
BoNT A protease: BoNT/A light chain protease inhibitors, primary screen, biochemical, flow cytometry, MLPCN library; Botulinum neurotoxin type A light chain protease (Clostridium botulinum A str. ATCC 3502); multiplex microsphere protease substrate cleavage; inhibition, % at 10 µM; hit rate 0.17% among 360,000; AID 588499, 2011; also: plate controls were buffer without enzyme for full effect and enzyme alone for no effect
PfHsp40 rescue: rescue of yeast from PfHsp40 toxicity, primary screen, S. cerevisiae, ATP luminescence. S. cerevisiae expressing PfHsp40, growth rescue. growth rescue, % at 12.5 µM. hit rate 0.68% among 340,000; in the data active = growth rescue above about 28%, passing the limit was not always enough; inconclusive = no clear call, values can overlap the other calls;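 also: yeast W303a lacking pdr1 and pdr3 grown in galactose medium; growth measured after three days at 30 °C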
TcdB GH inh: TcdB glycohydrolase inhibitors, primary screen, biochemical, single point, plate reader; TcdB glycohydrolase enzymatic assay; Toxin B (Clostridioides difficile), P18177; inhibition, % at 9.99 µM; hit rate 0.24% among 350,000; in the data active = inhibition above about 10%
3CLpro inhibitor: SARS-CoV 3CLpro protease inhibitors, primary screen, biochemical, quenched FRET. inhibition, % at 6 µM. Replicase polyprotein 1ab (Severe acute respiratory syndrome coronavirus), P0C6X7. hit rate 0.14% among 290,000. AID 1706, 2009. recombinant SARS-CoV 3CLpro, quenched FRET peptide cleavage; in the data active = inhibition above about 12%
* hit, by the source's call; i = inactive; ? = inconclusive; . = no result given. Rule as the data show it, unless noted: active = inhibition above about 30%; inconclusive = no clear call, values can overlap the other calls; inactive = below that.

SMILES	SSB-PriA inh	Anthrax LF prot	CCHFV vOTU inh	DUSP3 inh	Yp Topo-I inh	Vc quorum ag	BoNT A protease	PfHsp40 rescue	TcdB GH inh	3CLpro inhibitor
CCN(CC)CCNc1nc(C(F)(F)F)nc2c1nnn2Cc1ccccc1	1	0	11	17	8	i	-0.8	-0.8	1.5	-3
C#CCSc1nc2sc3c(c2c(=O)n1C)CCC3	-10	2	12	58*	8	i	-0.9	-1.2	0.2	-4
Cc1cccc(NC(=O)c2nc[nH]c2C(=O)N[C@@H](C)CO)c1	.	1	-2	.	3	-0.4	-0.1	.	0.5	.
O=C(O)Cc1ccccc1C(=O)O	-16	-1	-3	3	3	-0.7	0.4	-0.8	.	-3
COc1ccc(Cl)cc1S(=O)(=O)N1CCN(C(=O)COc2ccccc2)CC1	6	1	2	17	20	6.3	0.1	0.3	.	0
CC1CCN(CCn2c(=S)[nH]c3ccccc3c2=O)CC1	-11	1	0	22	0	-0.8	-0.6	-1.1	2.7	3
CS(=O)(=O)N(CC(=O)O)c1cc(C(F)(F)F)ccc1Cl	7	-1	-2	.	0	i	-0.4	0.8	1.4	.
CCC(Sc1ncccc1C(=O)O)C(=O)N1CCOCC1 (stereo unspecified)	-5	-5	-15	27	3	-9.7	-0.1	-0.8	.	-2
CCN(CC)CCN1C(=O)C2C(C(=O)Nc3cc(C)cc(C)c3)C3C=CC2(O3)C1C(=O)NC1CCCCC1 (stereo unspecified)	1	7	-14	12	1	i	0.5	-1.0	0.6	5
CC1CN(CCc2ccccc2)C(C)C/C1=N/O (stereo unspecified)	.	-3	4	.	6	-0.5	0.0	-0.8	2.0	.

Quoted from the results shown (2 entries):
SMILES	SSB-PriA inh	Anthrax LF prot	CCHFV vOTU inh	DUSP3 inh	Yp Topo-I inh	Vc quorum ag	BoNT A protease	PfHsp40 rescue	TcdB GH inh	3CLpro inhibitor
CCN(CC)CCNc1nc(C(F)(F)F)nc2c1nnn2Cc1ccccc1	1	0	11	17	8	i	-0.8	-0.8	1.5	-3
C#CCSc1nc2sc3c(c2c(=O)n1C)CCC3	-10	2	12	58*	8	i	-0.9	-1.2	0.2	-4

Individual results from the results shown:
Reading for CC1CN(CCc2ccccc2)C(C)C/C1=N/O (stereo unspecified) under TcdB GH inh: 2.0
Reading for CCN(CC)CCN1C(=O)C2C(C(=O)Nc3cc(C)cc(C)c3)C3C=CC2(O3)C1C(=O)NC1CCCCC1 (stereo unspecified) under 3CLpro inhibitor: 5
Reading for CCN(CC)CCNc1nc(C(F)(F)F)nc2c1nnn2Cc1ccccc1 under CCHFV vOTU inh: 11
Reading for CC1CCN(CCn2c(=S)[nH]c3ccccc3c2=O)CC1 under 3CLpro inhibitor: 3

Other compounds
SMILES	SSB-PriA inh	Anthrax LF prot	CCHFV vOTU inh	DUSP3 inh	Yp Topo-I inh	Vc quorum ag	BoNT A protease	PfHsp40 rescue	TcdB GH inh	3CLpro inhibitor
COc1ccc(C(C)(O)c2nc(-c3ccc(F)c(Cl)c3)cs2)cc1 (stereo unspecified)	.	1	8	.	0	-0.6	-0.1	.	-0.1	.
COc1ccc(NC(=O)CSc2n[nH]c(CNc3cccc(C)c3)n2)cc1	6	11	2	25	-4	-0.2	0.3	-0.9	2.5	-4
COc1ccc(NC(=O)CCCn2c(=S)[nH]c3ccccc3c2=O)cc1	-10	2	2	7	7	-0.1	-0.3	0.2	0.9	1
CC(NC(=O)c1ccco1)C(=O)N1CCN(c2cccc(Cl)c2)CC1 (stereo unspecified)	-3	-3	-10	.	-5	i	-4.5	0.5	0.2	.
CS(=O)(=O)N(CC(=O)NC1CC1)C1CCCCC1	-9	-1	-1	-11	-1	-0.3	-1.4	-0.2	0.4	3
COc1nnc(-c2ccc(C(=O)N3C[C@@H]4C[C@H](C3)c3cccc(=O)n3C4)cc2)c2ccccc12	2	-2	10	27	-4	i	0.6	-2.0	.	3
CCc1ccc2cc(C)cnc2n1	.	1	13	.	.	.	0.4	.	-0.5	.
CCOC(=O)C1CCCN(c2ccc(NC(=O)c3snc4c(=O)[nH]cnc34)cc2)C1 (stereo unspecified)	0	0	1	15	0	i	-1.7	0.7	.	10
CC(C)(C)NC(=O)Cn1nnc(-c2ccc(OCc3c(F)cccc3Cl)cc2)n1	-15	5	4	38	23	-0.6	1.4	-0.8	1.2	0
Cc1ccc(CN2CCN(c3ccccc3)CC2)o1	-1	-4	-2	-23	1	i	-6.1	0.0	-0.2	0
CCCCSc1nnc([C@H](CC(C)C)NC(=O)OC(C)(C)C)o1	-44	-2	20	-1	25	-0.7	-0.8	1.4	.	-2
CCCCCCn1nc(C(=O)Nc2nc3c(s2)CCCC3)c2ccccc2c1=O	-6	-1	0	15	9	-0.3	-0.4	-0.9	.	-2
Cc1cccc2cc(C#N)c(N3CCOCC3)nc12	-23	4	10	2	3	i	0.7	-0.2	-2.0	5
CCN1CCN(c2c(/C=C3\SC(=S)N(Cc4ccco4)C3=O)c(C)c(C#N)c(=O)n2C)CC1	4	1	-15	-8	-6	-0.4	5.9	-2.0	0.9	-5
CCCn1c(SCC(=O)Nc2ccccc2CC)nnc1C(C)C	-13	-8	9	-8	11	i	-0.5	0.8	.	-1
O=C(c1cc([N+](=O)[O-])cc([N+](=O)[O-])c1)N1CCN(Cc2ccc3c(c2)OCO3)CC1	4	0	-6	16	-10	i	-0.5	-0.4	-0.1	4
NCc1csc(NC(=O)Nc2cccc(Cl)c2)n1	.	-3	-3	.	-10	i	-0.4	.	1.7	.
O=[N+]([O-])c1cccc(-c2csc(N/N=C/c3cccc(O)c3)n2)c1	.	-5	4	4	7	-0.3	-0.9	0.7	0.1	2
N#CCCN1CCN(S(=O)(=O)c2ccc(S(=O)(=O)NC3CC3)cc2)CC1	-7	-8	-8	11	4	-0.4	0.2	-0.8	2.3	0
Cc1onc(-c2ccccc2)c1C(=O)N1CCN(c2ccc([N+](=O)[O-])cc2)CC1	-1	-3	-12	14	-5	i	1.5	9.6	-0.1	5

Results in SSB-PriA inh and Yp Topo-I inh, for some of the entries so far:
SMILES	SSB-PriA inh	Yp Topo-I inh
Cc1cccc2cc(C#N)c(N3CCOCC3)nc12	-23	3
CCN1CCN(c2c(/C=C3\SC(=S)N(Cc4ccco4)C3=O)c(C)c(C#N)c(=O)n2C)CC1	4	-6
CCCn1c(SCC(=O)Nc2ccccc2CC)nnc1C(C)C	-13	11

(list continues)
SMILES	SSB-PriA inh	Anthrax LF prot	CCHFV vOTU inh	DUSP3 inh	Yp Topo-I inh	Vc quorum ag	BoNT A protease	PfHsp40 rescue	TcdB GH inh	3CLpro inhibitor
COc1ccccc1CNC(=O)CSc1nnc2ccc(-c3cccnc3)nn12	-6	3	2	30	3	-0.4	0.2	0.3	2.3	2
Fc1ccc(NC(=S)Nc2ccccc2OC(F)F)cc1Cl	-19	0	-1	32	-1	-0.3	-0.2	-2.3	.	2
CC1(C)CC(=O)C(C2C3=C(CC(C)(C)CC3=O)OC3=C2C(=O)CC(C)(C)C3)=C(O)C1	-2	-4	-3	-7	2	-0.8	?	-0.6	1.3	1
CN(c1ccc(C(=O)NCc2ccccn2)cc1)S(=O)(=O)c1ccc(Cl)cc1	8	0	2	34	-7	i	0.1	0.8	0.0	4
COCCOC(=O)C1=C(C)Nc2ncnn2C1c1ccco1 (stereo unspecified)	-9	2	1	-12	5	-0.4	-0.1	-0.5	0.8	4
COc1cccc2c(N/N=C/c3ccco3)cc(C)nc12	.	3	-3	4	-10	0.5	-1.0	1.1	-17	-2
COc1cc2c(cc1NC(=O)COC(=O)[C@@H](NS(=O)(=O)c1ccccc1)C(C)C)oc1ccccc12	-14	-7	13	-1	21	i	-1.4	5.2	.	0
O=C(CNC(=O)OCc1ccccc1)Nc1ccc(Br)cc1C(=O)c1ccccc1Cl	-2	1	2	5	24	-0.2	0.3	-0.8	0.8	0
COc1ccc(-c2nc(CN3CCCCC3c3cccnc3)c(C)o2)c(F)c1 (stereo unspecified)	-5	1	4	26	12	-0.1	-2.3	1.1	-4.2	1
Cc1ccnc(NC(c2ccccn2)c2c(C)[nH]c3ccccc23)c1 (stereo unspecified)	13	-2	4	9	-13	-0.2	1.1	-2.2	-4.4	1
COc1ccc(/C=N/NC(=O)c2ccccc2[N+](=O)[O-])cc1CN1CCc2cc(OC)c(OC)cc2C1C (stereo unspecified)	.	-1	6	12	7	i	1.1	-1.2	-0.8	3
CCOC(=O)c1cccc(Nc2nc(C)cc(C)n2)c1	-14	-7	6	13	-6	i	1.2	-1.9	.	-4
O=C(OCc1nnc(-c2ccccc2)o1)c1ccc(CO)cc1	-10	-6	-7	14	2	-0.9	-0.2	-2.8	1.7	6
Cc1nc2sc(-c3ccccc3)cc2c(=O)n1/N=C/N(C)C	.	-1	14	15	0	i	0.1	0.0	-2.2	0
CC1CN(C(=O)C(c2ccccc2)c2ccccc2)CC(C)O1 (stereo unspecified)	-14	-5	-9	22	9	i	-5.8	-0.5	.	2
C=CCSc1nc2sc(C)c(C)c2c(=O)n1N	-9	0	-7	5	-4	-4.2	-0.8	-0.3	.	-4
COc1ccc(S(=O)(=O)N2CCOC2CNC(=O)C(=O)NCCc2ccc(OC)c(OC)c2)cc1C (stereo unspecified)	-5	-1	-18	17	14	-0.3	0.7	2.0	.	-4
CCCCNC(=S)N1CCN(c2ccccc2Cl)CC1	-5	-8	8	16	18	-0.5	0.6	4.6	1.0	1
CC(=O)c1ccc(N2CCN(C(=O)CCNC(=O)Cn3ccc4ccccc4c3=O)CC2)cc1	-13	-4	4	12	11	-0.2	-1.5	0.3	1.3	3
Cc1ccc(C(=O)Nc2sc3c(c2C(=O)O)CCC(C)C3)o1 (stereo unspecified)	-12	-10	9	.	-4	-0.3	-1.6	-1.8	2.6	.
COc1cc(C[C@@H](C)N)c(OC)cc1I	-9	-7	5	6	-9	i	-0.5	0.0	0.7	.
Fc1ccc(/C=N/Nc2ncnc3nc[nH]c23)cc1F	.	-3	-2	-4	1	-0.1	-0.9	0.2	2.0	-1

By substructure: those above with a COOH group (four)
SMILES	SSB-PriA inh	Anthrax LF prot	CCHFV vOTU inh	DUSP3 inh	Yp Topo-I inh	Vc quorum ag	BoNT A protease	PfHsp40 rescue	TcdB GH inh	3CLpro inhibitor
O=C(O)Cc1ccccc1C(=O)O	-16	-1	-3	3	3	-0.7	0.4	-0.8	.	-3
CS(=O)(=O)N(CC(=O)O)c1cc(C(F)(F)F)ccc1Cl	7	-1	-2	.	0	i	-0.4	0.8	1.4	.
CCC(Sc1ncccc1C(=O)O)C(=O)N1CCOCC1 (stereo unspecified)	-5	-5	-15	27	3	-9.7	-0.1	-0.8	.	-2
Cc1ccc(C(=O)Nc2sc3c(c2C(=O)O)CCC(C)C3)o1 (stereo unspecified)	-12	-10	9	.	-4	-0.3	-1.6	-1.8	2.6	.

These rows are one share of the data. The share of hits here may be higher or lower than overall.
